Screens deposited in PubChem by National Center for Advancing Translational Sciences (NCATS).
PI5P4Ka inh = blocks human PI5P4K alpha kinase activity. P48426. PI5P4Kalpha enzyme, ADP-Glo luminescence, 60 min; stronger effect = lower value. max response, %. hit rate 1.2% among 330,000; active means max response of -50% or lower; inconclusive means between -30% and -50%; inactive means -30% or higher; further: value at the top dose of about 77 µM; on the % scale 0 is the no-effect control and ±100 the full control effect
Target sequence (P48426 whole entry, looked up): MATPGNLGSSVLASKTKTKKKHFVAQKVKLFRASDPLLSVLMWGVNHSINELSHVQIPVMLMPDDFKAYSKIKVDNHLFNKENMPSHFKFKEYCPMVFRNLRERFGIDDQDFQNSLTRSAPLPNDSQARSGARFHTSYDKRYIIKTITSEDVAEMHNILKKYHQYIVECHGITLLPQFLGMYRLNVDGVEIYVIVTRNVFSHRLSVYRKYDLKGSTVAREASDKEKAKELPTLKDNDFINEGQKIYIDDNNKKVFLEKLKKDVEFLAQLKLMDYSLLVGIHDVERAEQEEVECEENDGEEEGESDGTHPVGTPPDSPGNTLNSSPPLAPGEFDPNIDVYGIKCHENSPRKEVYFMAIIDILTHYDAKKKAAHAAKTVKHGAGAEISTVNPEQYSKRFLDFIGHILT
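Controls without substrate or without enzyme flank wells where PI5P4Kalpha converts substrate using 5 microM ATP (final). Incubation lasts 60 minutes at room temperature; ADP formed is read by ADP-Glo luminescence.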
IL2 activator = IL-2 activation | AID 652025 | activation, % (series mostly up to about 46 µM) | IL-2 activation reporter assay, cell-based qHTS; stimulated with anti-CD3/CD4/CD28 beads; in transgenic mouse T cells | hit rate 0.065% among 360,000; in the data active means activation above about 50%; inconclusive means mostly about 30% to 49%; further: 0% is about no effect
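Readout: EGFP and DsRed signals by fluorescent plate cytometry. Unstimulated transgenic mouse T cells received compound 60 min before antibody-bead stimulation, then incubated 18 h at 37 degrees C.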
EPAC1 ag = agonists of human EPAC1. O95398. EPAC1 agonist qHTS, biochemical assay; response scale: 100% = response to 6.5 mM cAMP. Potency, µM (series often up to 154 µM), for the others: at the highest dose activation, most hits filed as activators. hit rate 0.073% among 360,000. AID 720707; further: potency means the concentration at half of the fitted maximal effect; nearly all actives have a fitted effect of over 60% in size
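Fluorescent GDP-exchange assay: 100 nM EPAC1 with 250 nM Rap1B preloaded with BODIPY-GDP and 50 uM GDP; compounds tested as concentration series, 5 min at room temperature, then read every 5 min for 30 min (ex 480/em 540 nm); normalized to 6.5 mM cAMP.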
PLK1 PBD inh = PLK1 (human) polo-box domain binding inhibition. P53350. Plk1 PBD binding of FITC phosphopeptide, fluorescence polarization. Potency, µM, without a hit: max response, negative = inhibition, usual class: inhibitors. hit rate 2.8% among 360,000; further: potency means the concentration at half of the fitted maximal effect; series mostly up to about 57 µM; on the % scale 0 is the no-effect control and ±100 the full control effect; nearly all actives have a fitted effect of over 65% in size
Target sequence (P53350 whole entry, looked up, the tested form may be a part): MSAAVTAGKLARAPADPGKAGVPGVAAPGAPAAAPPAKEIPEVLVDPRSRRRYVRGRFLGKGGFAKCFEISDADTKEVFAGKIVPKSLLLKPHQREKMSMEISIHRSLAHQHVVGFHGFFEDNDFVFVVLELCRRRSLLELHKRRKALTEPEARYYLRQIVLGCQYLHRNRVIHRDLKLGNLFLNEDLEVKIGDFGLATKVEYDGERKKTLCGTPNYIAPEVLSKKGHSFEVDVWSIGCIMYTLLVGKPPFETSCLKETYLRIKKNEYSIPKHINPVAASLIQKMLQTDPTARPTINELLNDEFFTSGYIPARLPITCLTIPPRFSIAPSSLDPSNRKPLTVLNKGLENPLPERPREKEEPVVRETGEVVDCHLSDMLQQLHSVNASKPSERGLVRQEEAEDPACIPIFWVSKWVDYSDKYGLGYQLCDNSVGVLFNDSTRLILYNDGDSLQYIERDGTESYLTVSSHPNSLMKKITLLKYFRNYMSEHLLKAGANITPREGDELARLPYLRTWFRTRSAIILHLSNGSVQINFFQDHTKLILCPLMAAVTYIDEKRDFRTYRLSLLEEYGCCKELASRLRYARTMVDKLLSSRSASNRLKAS
WRN inhibitor = WRN helicase (human) inhibition; Q14191; WRN helicase unwinding, fluorescent forked duplex, kinetic; Potency, µM (series often up to 114 µM), inactives show at the highest dose activity change, negative = inhibition, hits mostly inhibitors; hit rate 0.46% among 360,000; further: potency means the concentration at half of the fitted maximal effect; on the % scale 0 is the no-effect control and ±100 the full control effect; nearly all actives have a fitted effect of over 55% in size
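Screening of the MLSMR collection measured strand separation of a quenched forked DNA duplex (100 nM) by 20 nM WRN with 2 mM ATP, all final. Compounds were preincubated with enzyme 15 min at room temperature.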
Abeta yeast res = compounds reversing amyloid beta toxicity in yeast; Potency, µM (highest dose often 46.1 µM), for inactives: at the highest dose growth rescue, usual class: activators; hit rate 0.063% among 410,000; yeast expressing A-beta42, growth rescue, OD600, 48 h; response scale: 0% DMSO, 100% iron-clioquinol control; further: potency means the concentration at half of the fitted maximal effect; nearly all actives have a fitted effect of over 55% in size
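Yeast A-beta toxicity model in growth medium with pinned compounds, 48 h at 30 C; growth read as absorbance at 600 nm. Normalized to FeCl3/clioquinol equimolar mix (positive) and DMSO (negative).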
FUS suppressor = FUS proteinopathy suppression in yeast; Potency, µM (highest dose often 76.6 µM), for inactives: top-dose growth rescue (activation), hits mostly activators; S. cerevisiae FUS-expressing, growth rescue, OD600, 24 h; AID 1347120; hit rate 0.24% among 390,000;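 further: potency means the concentration at half of the fitted maximal effect; plate controls were DMSO vehicle for no effect and reference control for full effect; nearly all actives have a fitted effect of over 55% in size; some results filed as inactive show a strong effect at the top dose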
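Restored growth of FUS-toxic S. cerevisiae, read as 600 nm absorbance after 24 h at 30C in galactose medium (starting OD 0.005). Controls CP55940 and DMSO.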
EPAC1 antagonist = EPAC1 (human) antagonism; EPAC1 GEF assay, Rap1b-BODIPY-GDP exchange fluorescence; Potency, µM (doses to about 115 µM), for the others: at the highest dose activity change, negative = inhibition, most hits filed as inhibitors; hit rate 0.14% among 360,000; AID 720709;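 further: potency means the concentration at half of the fitted maximal effect; plate controls were vehicle for no effect and positive control for full effect; nearly all actives have a fitted effect of over 50% in size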
Starred values were filed as active, the others as inactive; u = inconclusive; x = no result given; [ ] = another dose, or the depositor's remark. Unless noted, the call rests on the fitted dose curve; in most records, active means well fitted curve in the direction sought with a large enough effect; inconclusive means small, poorly fitted or top-dose-only effect, or another doubt; inactive means no such curve, though single readings can be large; an effect the other way counts as inactive or inconclusive.

SMILES | PI5P4Ka inh | IL2 activator | EPAC1 ag | PLK1 PBD inh | WRN inhibitor | Abeta yeast res | FUS suppressor | EPAC1 antagonist
CCOc1ccc(CCNC(=O)C2CCN(S(=O)(=O)CC)CC2)cc1OCC | x | -2.4 | -7% | -4% | 1%[57.1 µM] | -7% | -5% | 10%
CCOC(=O)c1[nH]cnc1C(=O)Nc1ccccc1C | 3 | 0.5 | 8% | -12% | -4% | 0% | 9% | 2%
O=C(O)c1ccccc1NS(=O)(=O)c1cccc(-n2sc3ccccc3c2=O)c1 | -97* | -0.3 | 0% | 3.4µM* | 11µM* | 12% | 19% | -29%
Nc1cccc(CP(=O)(c2ccccc2)c2ccccc2)c1 | 1 | -0.5 | 0% | 5% | 0% | 10% | u | -5%
CCC(=O)c1ccc(OC)c(OC)c1O | -4 | -0.9 | 13% | -8% | 0% | -3% | -15% | 5%
O=C(OCC1OC2OC3(CCCCC3)OC2C2OC3(CCCCC3)OC12)c1ccccc1 (stereo unspecified) | 10 | 0.0 | 1% | 3% | -2% | 14% | x | -18%
Fc1ccc(-c2nc3c4ccccc4ccn3c2Cc2ccccc2C(F)(F)F)cc1 | 28 | -0.7 | -5% | 5% | -19% | u | 0% | -16%
O=C(N=Nc1c(O)[nH]c2ccccc12)c1cc(-c2cccs2)[nH]n1 | -16 | 0.2 | 8% | -14% | -30% | -6% | 16% | -9%
CN(C)c1ccc(C(=O)/C=C/c2cccnc2)cc1 | -3 | -3.3 | 3% | -16% | -3% | -8% | -17% | -10%
Cn1c(SCC(O)c2ccccc2)nnc1-c1ccc2ccccc2c1 (stereo unspecified) | 3 | 2.0 | -2% | 3% | -8% | -11% | 35% | -6%
COc1ccc(NC(=O)CN(C)C(=O)c2cc(-c3ccccc3)nc3ccccc23)cc1 | -3 | 1.4 | u | 3% | -8% | 22% | 21% | -19%
CCCS(=O)(=O)N1CCC(C(=O)N2CCOCC2)CC1 | -5 | -0.5 | 5% | -8% | 5% | 4% | 9% | 15%

Among those listed so far, two have an NH in an aromatic ring.
SMILES | PI5P4Ka inh | IL2 activator | EPAC1 ag | PLK1 PBD inh | WRN inhibitor | Abeta yeast res | FUS suppressor | EPAC1 antagonist
CCOC(=O)c1[nH]cnc1C(=O)Nc1ccccc1C | 3 | 0.5 | 8% | -12% | -4% | 0% | 9% | 2%
O=C(N=Nc1c(O)[nH]c2ccccc12)c1cc(-c2cccs2)[nH]n1 | -16 | 0.2 | 8% | -14% | -30% | -6% | 16% | -9%

New compounds follow.
SMILES | PI5P4Ka inh | IL2 activator | EPAC1 ag | PLK1 PBD inh | WRN inhibitor | Abeta yeast res | FUS suppressor | EPAC1 antagonist
CC(C)(C)c1ccc(C(=O)NCc2ccccc2)cc1 | -1 | -0.5 | -1% | -5% | -6% | 15% | -25% | -1%
CN1CCN(C(=O)c2ccc(COc3ccc(Cl)cc3Cl)cc2)CC1 | x | -3.8 | -3% | -4% | -1% | -27% | -11% | 3%
Cc1ccc2nc(NC(=O)C3CSC4(C)CCC(=O)N34)sc2c1 (stereo unspecified) | -3 | -0.8 | 3% | -9% | 0% | 15% | 19% | 8%
Nc1c(Br)cc2c(c1Br)C(O)c1ccccc1-2 (stereo unspecified) | -1 | -4.0 | -5% | 2% | 8% | 0% | x | 9%
COc1cc(/C=C(\C#N)C(=O)N2CCc3ccccc32)ccc1O | -23 | 1.0 | 6% | 22% | -7% | -4% | -22% | -1%
S=C(Nc1cc(Cl)ccc1Cl)Nn1cnnc1 | -7 | 0.9 | -5% | 21µM* | -3% | -5% | -13% | 12%
O=c1c2c(n3nnnc3n1-c1ccccc1)-c1ccccc1CC21CCCC1 | 0 | 0.2 | 10% | -5% | -5% | -10% | -5% | -2%
Cc1ccsc1C(=O)OCC(=O)NCc1ccccc1 | 8 | -0.4 | 0% | -2% | -7% | 8% | 10% | -15%
C=CS(=O)(=O)N(Cc1ccc(Cl)c(Cl)c1)C[C@@H](O)CO | 0 | -0.4 | 0% | -9% | -2% | -10% | 3% | -9%
Cn1cnnc1SC1c2cccc3cccc(c23)C1NS(=O)(=O)c1ccccc1 (stereo unspecified) | -3 | -0.3 | 1% | -5% | -2% | 20% | x | -18%
COC(=O)c1ccc[n+](CC(=O)c2ccc(Br)cc2)c1 | 3 | -0.9 | -18% | 0% | 6% | -6% | -11% | 10%
CC(C(=O)N1CCN(C2c3ccccc3-c3ccccc32)CC1)N1C(=O)c2ccccc2C1=O (stereo unspecified) | 1 | -2.7 | 2% | -4% | -3% | 6% | 29% | -8%
CCCCNC(=O)Nc1cc(C(F)(F)F)c[nH]c1=O | 3 | -0.7 | 1% | -2% | 4% | 10% | -7% | -11%
Fc1ccc(-c2csc(-c3ccncc3)n2)cc1 | -1 | -0.5 | -2% | -1% | -6% | 3% | 10% | 9%
O=C(CNC(=O)c1cccs1)OCC(=O)c1ccc(Cl)cc1 | -6 | -2.1 | -3% | 1% | 8% | 6% | -36% | 4%
O=C(NCCCN1CCOCC1)c1cccc(S(=O)(=O)Nc2ccccc2Cl)c1 | 0 | 2.2 | -8% | -1% | -12% | -5% | 17% | -27%
O=C(CSc1nc2ccccc2s1)NNC(=S)Nc1ccc(Br)cc1 | 8 | -1.1 | -4% | u | -10% | 11% | -2% | -6%
CCCCNC(=S)Nc1ccc(-c2nc3ccc(C)cc3s2)cc1 | 13 | -1.6 | -10% | -15% | 1% | -2% | 4% | 10%
CC1(C)CC(=O)C=C(NCCO)C1 | 3 | 1.0 | -1% | -17% | -1% | -9% | -10% | -1%
Cc1ccc2c(c1)N(C(=O)CCC(=O)NCCCN1CCN(C)CC1)CCO2 | 7 | 2.9 | -13% | 1% | 4% | -7% | -6% | 9%
CCCCN(C(=O)CSc1nc2ccccc2n1CC)C1CCS(=O)(=O)C1 (stereo unspecified) | -2 | -4.2 | 5% | 3% | 10% | -8% | x | 4%
C#Cc1cccc(C(=O)N2CCCC(Nc3cccc(F)c3)C2)c1 (stereo unspecified) | -1 | -1.5 | 2% | -14% | 6% | -37%[inhibitor] | 5% | 2%
Cc1ccc(NC(=O)c2sc(C)nc2C)c(C)c1 | -1 | -0.4 | -4% | -4% | -8% | -5% | 3% | 19%
Cc1cccc(N2CCN(C(=O)Cn3nc(Cc4ccncc4)c4ccccc4c3=O)CC2)c1C | -6 | -1.3 | -8% | -4% | -3% | 5% | -13% | -6%
O=C(Nc1cccc(NC(=O)c2ccco2)c1)c1ccc2c(c1)OCCO2 | -3 | -1.4 | 1% | -16% | -3% | 7% | 6% | u
COc1cccc(CC2(CO)CCCN(Cc3ccc(C)s3)C2)c1 (stereo unspecified) | 1 | -2.2 | 2% | -13% | -4% | -4% | 10% | -8%
COc1ccccc1NC(=O)c1ccc(-c2ccccc2[N+](=O)[O-])o1 | 9 | -1.0 | -1% | -11% | -14% | -20% | 4% | -17%
CC(C)=CCC/C(C)=C/C=N/NC(=O)c1cccc([N+](=O)[O-])c1 | -8 | 0.6 | 7% | u | -12% | 10% | x | 1%
COc1ccc(Br)cc1CN1CCCC(C(=O)N2CCCCC2)C1 (stereo unspecified) | x | -3.0 | 7% | -2% | 3% | 2% | 5% | 6%
C=CCSc1nnc(NC(=O)CSc2nc3ccccc3[nH]2)s1 | x | -3.6 | 10% | -16% | -8%[11.6 µM] | -11% | 12% | 0%
COc1ccccc1NC(=O)N(C)C[C@@H]1Oc2ncc(Br)cc2C(=O)N([C@H](C)CO)C[C@@H]1C | 1 | -2.9 | -14% | -3% | -6% | -2% | 7% | 14%
O=C(Cc1ccc([N+](=O)[O-])cc1)NCCc1ccc2c(c1)OCO2 | -10 | -0.5 | -10% | -4% | 1% | -10% | x | 20%
CCc1noc(C)c1C(=O)N1CCCSC1=Nc1ccccc1C(C)C | 15 | -1.0 | u | -1% | -10% | 13% | 27% | -15%
COc1cccc(CNC(=O)CCNC(=O)N2CCn3c2nc2ccccc23)c1 | -1 | -1.3 | 21% | -9% | -5% | 16% | -7% | 3%
COc1ccc([N+](=O)[O-])c(S(=O)(=O)c2ccc(Cl)cc2)n1 | 4 | -0.9 | -7% | 3µM* | 16µM* | -85%[inhibitor] | 8% | -15%
CCCS(=O)(=O)NC(=O)C1(C)CCN(C(=O)COc2ccccc2)C1 (stereo unspecified) | -1 | 0.5 | 9% | -1% | 5% | 0% | -3% | 4%
O=C(O)c1cccc(-n2c(/C=C/c3cccc([N+](=O)[O-])c3)nc3ccccc3c2=O)c1 | 10 | 0.4 | 8% | -4% | 0% | 21% | -2% | -2%
Cc1cc(NC(=O)CCC(=O)N(CC(=O)NC2CCCC2)c2ccccc2)no1 | -2 | -2.8 | -10% | -7% | 9%[57.1 µM] | -8% | 12% | -9%
Clc1ccc(Oc2nc(N3CCOCC3)nc(N3CCOCC3)n2)c(C2CCCCC2)c1 | 2 | -4.1 | -2% | -14% | -14% | -17% | x | -15%
COc1ccccc1NC(=O)C1CCCN(S(=O)(=O)c2cnc[nH]2)C1 (stereo unspecified) | 1 | -2.1 | 3% | -8% | 2% | -7% | -24% | -24%
Cc1cc(C)n2nnnc2c1C#N | 5 | -0.3 | -4% | 0% | -13% | 13% | 6% | 4%
O=C(Nc1ccc(NC(=O)c2cccs2)cc1)c1ccc2c(c1)OCCO2 | 0 | -0.2 | -13% | 0% | -3% | 2% | -12% | 1%
CCOc1cccc(/C(O)=C2/C(=O)C(=O)N(CCOC)C2c2ccc(C)o2)c1 (stereo unspecified) | -6 | -1.2 | -14% | -11% | 3% | 3% | 18% | -12%
COc1ccc(-c2c(C)oc3c(CN4CCN(CCO)CC4)c(O)ccc3c2=O)cc1OC | 12 | 0.2 | 14% | -7% | 1% | 1% | 4% | -15%
CCc1ccc2cccc3c2c1N=CN3C | 0 | 0.7 | 2% | u | -5% | -5% | 5% | -9%
Cc1ccccc1NC(=O)c1c(-c2ccccc2)noc1C | 0 | -0.4 | -2% | -1% | 6% | -40%[inhibitor] | -4% | -7%
COc1ccc(C(=O)N2CCN=C2SC)cc1OC | 2 | 0.0 | 5% | -9% | -3% | 14% | 18% | -7%
COc1ccc(/C=N/N2CCN(c3ccc(Cl)cc3)CC2)cc1 | 13 | 1.1 | 6% | -7% | -3% | -2% | 3% | -19%
Cc1cccc(OCC(=O)Nc2ccc(N3CCN(C(=O)c4ccco4)CC3)cc2)c1 | x | 0.4 | 0% | -5% | -7% | 10% | 33% | 8%
